Screening results from PubChem.
S100A4 MyoIIA: S100A4-myosin IIA interaction inhibition; P26447; S100A4/TAMRA-MyoIIA peptide fluorescence polarization; inhibition, % at 10.7 µM; 360,000 compounds, 0.14% hits; AID 652163;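 active means mean inhibition of at least 70% across replicates, with every replicate also reaching that level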
Target sequence (P26447 whole entry, looked up): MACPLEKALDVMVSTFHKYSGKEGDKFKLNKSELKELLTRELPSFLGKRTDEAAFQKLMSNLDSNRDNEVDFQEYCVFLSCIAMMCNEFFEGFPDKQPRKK
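incubation = readout 5 min after mixing, signal stable up to 60 min | system = S100A4 monomer protein | buffer or medium = HEPES pH 7.2 with CaCl2, KCl, NaCl, DTT, Triton | benchmarks = neutral control DMSO, positive control TFP | also added = fluorescent myosin IIA peptide, 5 nM | compound dosing = one concentration per compound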
SIRT5 inh: inhibitors of human sirtuin-5 desuccinylase | Purified SirT5, succinyl-peptide AMC, trypsin-coupled fluorescence | 330,000 compounds, 1.1% hits | inhibition, % at 15 µM; in the data active means inhibition above about 15%
Target sequence (Q9NXA8 whole entry, looked up): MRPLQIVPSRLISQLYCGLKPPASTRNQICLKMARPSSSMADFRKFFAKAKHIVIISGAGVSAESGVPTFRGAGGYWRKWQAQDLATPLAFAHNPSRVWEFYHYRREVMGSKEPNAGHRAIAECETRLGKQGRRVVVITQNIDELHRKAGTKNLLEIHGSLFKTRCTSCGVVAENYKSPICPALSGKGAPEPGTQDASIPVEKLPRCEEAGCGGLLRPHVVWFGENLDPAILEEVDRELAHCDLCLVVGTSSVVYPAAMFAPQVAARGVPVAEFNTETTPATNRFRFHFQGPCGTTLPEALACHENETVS
esBAF inh: inhibitors of esBAF chromatin remodeling in mouse ES cells; reporter increase, % at 12.5 µM; 350,000 compounds, 2% hits; Bmi1-luciferase knock-in reporter, 24 h; 100% = twice the neutral-well signal; in the data active means activation above about 40%;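 further: 0% = median of the plate's neutral control wells and 100% = double that signal; a rise in the Bmi1 reporter signal indicates esBAF inhibition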
Casp6 inh: blocks human caspase-6 cleavage activity; 350,000 compounds, 0.53% hits; inhibition, % at 12.5 µM; purified caspase-6, Z-VEID-R110 cleavage fluorescence;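 active means mean inhibition across replicates at least about 35%, with every replicate also reaching that limit, limit read from the data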;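 further: 0% = median of neutral control wells and 100% = no fluorescence left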
Target sequence (P55212 24-179 limits assumed): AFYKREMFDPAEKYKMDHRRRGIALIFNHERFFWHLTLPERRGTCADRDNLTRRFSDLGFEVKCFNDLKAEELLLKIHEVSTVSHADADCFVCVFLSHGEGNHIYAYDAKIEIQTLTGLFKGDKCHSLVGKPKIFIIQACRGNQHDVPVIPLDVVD
Target sequence (P55212 194-293 limits assumed): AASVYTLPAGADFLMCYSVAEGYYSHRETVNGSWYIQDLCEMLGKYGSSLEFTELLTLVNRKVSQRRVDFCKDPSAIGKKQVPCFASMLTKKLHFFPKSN
FN deposit inh: fibronectin deposition inhibition; AH1F fibroblasts, Alexa488-fibronectin deposition fluorescence, overnight; 350,000 compounds, 0.086% hits; inhibition, % at 12.6 µM;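 active means mean inhibition across replicates of 30% or more, regardless of how many single replicates reach that level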;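 further: positive control wells lacked labelled fibronectin entirely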
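Material: AH1F fibroblast monolayer depositing Alexa488-labelled fibronectin into matrix / Amount: 10000 AH1F cells per well / Signal: fluorescence 485/525 nm / Medium: DMEM, 2% serum / Compound: single dose, pinned / Incubation: 1 h cell adhesion before compound, then overnight fibronectin incubation / Reagent: Alexa488-FN, 24 nM final / Read-out: inhibition of fibronectin deposition signal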
Statin myotox sup: suppressors of simvastatin-induced myotoxicity in C2C12 myotubes. ATP luminescence, 48 h; scaled: DMSO 0, geranylgeraniol control 100. rescue of ATP level, % at 7.49 µM. 330,000 compounds, 0.78% hits. AID 602340;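 active means mean ATP rescue above about 67%, or every replicate alone reaching that limit, limit read from the data, passing the limit was not always enough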;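 further: myotubes were challenged with 10 µM simvastatin during compound exposure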
LGR2 antag: inhibitors of bursicon-induced Drosophila LGR2 receptor cAMP signaling. 380,000 compounds, 0.35% hits. inhibition, % at 9.99 µM. HEK293 LGR2, CRE-luciferase, bursicon-stimulated, 4 h;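 active means drop in luminescence signal, shown as inhibition above about 50% in the replicate tests, limit read from the data, passing the limit was not always enough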;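 further: agonist challenge used bursicon conditioned medium at about half maximal strength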
Numbers without * were called inactive; nt = not tested or not shown; & = joins results of further samples. These rows are one share of the data, so the mix of outcomes need not match the whole.

nr	compound	FN deposit inh	LGR2 antag	Statin myotox sup	Casp6 inh	SIRT5 inh	esBAF inh	S100A4 MyoIIA
1	CCNC(=O)C[C@@H]1CC[C@H]2[C@H](COc3ccc(NC(=O)C4CCOCC4)cc3C(=O)N2C)O1	-4	-3	4	-1	-1	-6	3
2	O=C(N[C@@H]1CC[C@H](CCNS(=O)(=O)c2ccc(F)cc2)O[C@H]1CO)C1CCCC1	nt	0	6	0	3	3	-8
3	COc1ccc(S(=O)(=O)Cc2ccc(C(=O)NC3CCCCC3)o2)cc1	-18	-1	-5	2	-1	-1	1
4	C[C@H](CO)N1C[C@H](C)[C@H](CN(C)S(=O)(=O)c2ccc(F)cc2)Oc2cc(C3=CCCC3)ccc2S1(=O)=O	nt	-3	-24	-2	2	-3	2
5	CN(CC(=O)Nc1ccccc1Cl)C(=O)c1cc(=O)[nH]c2ccccc12	4	9	-5	2	-4	-3	3
6	COc1ccccc1-c1nn(-c2ccccc2)cc1C(=O)N1CCN(C(=O)c2ccco2)CC1	2	10	-10	2	1	-1	-28
7	CO[C@H]1CN(C)C(=O)c2cc(NS(=O)(=O)c3ccc(C)cc3)ccc2OC[C@H](C)N(C)C[C@H]1C	-3	0	-10	4	8	-3	16
8	CCOC(=O)c1cnc2c(c(C)nn2CC)c1Cl	3	-22	22	-1	-3	3	-4
9	CCNc1nc(NC(C)(C)C)nc(N2CCCCC2)n1	3	-5	nt	-1	-2	nt	-17
10	CCCC(=O)N1CCC1(C)C(=O)NS(=O)(=O)c1ccc(C)cc1 (stereo not given)	-5	10	-2	-2	nt	-6	2
11	CCOC(=O)c1c(CCl)nc2ccccc2c1C	8	-9	nt	3	0	nt	-5
12	CCCc1cc(=O)[nH]c(Nc2ccc3c(c2)OCCO3)n1	-1	-13	7	1	1	-15	3
13	CC(C)c1cccc(C(C)C)c1NC(=O)CN1CCCC1	-4	5	1	-4	0	3	4
14	CC(C)NC(=O)Nc1ccc2c(c1)C(=O)N([C@H](C)CO)C[C@@H](C)[C@H](CN(C)Cc1ccc(Oc3ccccc3)cc1)O2	18	-23	-7	0	0	2	-24
15	CC(C)CCNC(=O)CCc1nnc(COc2ccccc2)o1	nt	0	nt	-2	-3	nt	-20
16	CCn1c(/C=C/c2ccccc2C)nc2ccccc2c1=O	-4	-17	nt	-16	-3	nt	1
17	CN(C)CCCNC(=O)C[C@H]1CC[C@@H](NC(=O)Cc2cccnc2)[C@@H](CO)O1	2	22	3	-1	3	-2	-6
18	CC(C)(C)c1cc(N2CCOCC2)n2ncc(-c3ccccc3)c2n1	-6	4	-5	0	-20	1	-3
19	Cc1ccc(-c2cc(C(=O)NCCCN3CCOCC3)c3ccccc3n2)cc1C	-1	10	-1	-7	-5	10	1
20	CCCCCCOc1ccc(N2C(=O)CC(N3CCN(C(=O)c4ccco4)CC3)C2=O)cc1 (stereo not given)	nt	-4	3	-3	0	-5	-2
21	Cc1ccc(S(=O)(=O)C2C(=O)N(C)C3(C)CC2c2ccccc2O3)cc1 (stereo not given)	0	nt	nt	4	3	nt	-5
22	Cc1cc(NC(=O)COC(=O)C2CCC2)no1	5	1	nt	-1	2	nt	-4
23	C[C@@H]1CN([C@H](C)CO)C(=O)c2cccc(NC(=O)Nc3ccc4c(c3)OCO4)c2O[C@H]1CN(C)Cc1ccc2c(c1)OCO2	nt	2	-20	-4	-2	6	6
24	O=C(CC1(C(=O)O)CCCC1)N1CCOCC1	-20	nt	6	nt	nt	-4	nt
25	FC(F)Oc1ccc(-n2cc(-c3ccccc3)[n+]3c2CCCCC3)cc1	7	-5	nt	-1	-5	nt	-1

Next part (3 carried over from the part before).
nr	compound	FN deposit inh	LGR2 antag	Statin myotox sup	Casp6 inh	SIRT5 inh	esBAF inh	S100A4 MyoIIA
23	C[C@@H]1CN([C@H](C)CO)C(=O)c2cccc(NC(=O)Nc3ccc4c(c3)OCO4)c2O[C@H]1CN(C)Cc1ccc2c(c1)OCO2	nt	2	-20	-4	-2	6	6
24	O=C(CC1(C(=O)O)CCCC1)N1CCOCC1	-20	nt	6	nt	nt	-4	nt
25	FC(F)Oc1ccc(-n2cc(-c3ccccc3)[n+]3c2CCCCC3)cc1	7	-5	nt	-1	-5	nt	-1
26	CCOC(=O)c1nn(-c2ccccc2C)c(=O)c2c(N)scc12	nt	-5	nt	nt	3	nt	-2
27	S=C(NC1CCCCC1)N1CCN(C2CCCCC2)CC1	-2	2	nt	-3	-2	nt	-6
28	O=C(O)c1cc(NC(=O)c2cccc(N3C(=O)c4ccccc4C3=O)c2)cc(C(=O)O)c1	5	-4	2	3	1	-2	-11
29	Cc1c(Cl)cnc(NC(=O)COC(=O)C(NC(=O)c2ccco2)C(C)C)c1Cl (stereo not given)	-5	nt	11	nt	nt	0	nt
30	Cc1ccc(S(=O)(=O)NN2C(=O)c3ccccc3NC2c2ccccn2)cc1 (stereo not given)	2	12	nt	0	1	nt	-2
31	CCCCC(C(=O)OCC(=O)c1ccc(OC)cc1)N1C(=O)c2ccccc2C1=O (stereo not given)	nt	-2	15	1	-4	-5	0
32	COc1cc(C(=O)Nn2c(C)nc3ccccc3c2=O)cc(OC)c1OC	6	-2	-3	3	-3	-4	-2
33	COc1ccc(C(=O)CCC(=O)N2CCN(c3ccc(C)cc3)C(C)C2)cc1 (stereo not given)	-4	20	13	-6	-1	3	-2
34	COc1cc(/C=C2\CCC(C3CCCC3)C2=O)cc(OC)c1OC (stereo not given)	3	-14	10	0	2	24	-3
35	COC1CC(C)C(OC)c2cc(O)cc(c2O)NC(=O)C(C)=CC=CC(C)C(OC(N)=O)C(C)=CC(C)C1OC (stereo not given)	-2	16	nt	0	nt	nt	2
36	COc1ccc(/C=C(/NC(=O)c2ccccc2)C(=O)N2CCOCC2)cc1OC	4	4	14	5	0	-11	-2
37	COC(C[C@@H](O)[C@H](C)[C@@H](O)COCc1ccccc1)OC	-8	0	15	0	0	-3	0
38	Cc1ccc(S(=O)(=O)N(C)C[C@@H]2Oc3ccc(NS(=O)(=O)c4ccc(F)cc4)cc3C(=O)N([C@@H](C)CO)C[C@@H]2C)cc1	nt	-6	44	nt	nt	-1	nt
39	CC(=O)Oc1ccccc1C(=O)OCCN=C1NS(=O)(=O)c2ccccc21	-14	0	4	-2	-2	-5	0
40	O=C(COc1ccccc1Cl)NNC(=O)c1cc(S(=O)(=O)N2CCOCC2)ccc1N1CCCC1	1	6	nt	3	-1	nt	-5
41	COC(=O)c1ccc(NC(=O)C[n+]2ccccc2)cc1	3	10	3	-4	-1	0	-3
42	CSc1nsc(SCc2cnc(C)nc2N)n1	nt	-6	6	nt	nt	-2	nt
43	CCn1ccnc1CN1CCc2c([nH]c3ccccc23)C1C1CCCCC1 (stereo not given)	3	-4	-1	-1	-3	-4	5
44	O=C(O)C1CCCCN1C(=O)c1ccc(S(=O)(=O)N2CCCC2)cc1 (stereo not given)	5	1	-8	3	0	-4	-5
45	O=C(Cn1cc2c(n1)CCCC2)N1CCCC1	-7	19	8	3	nt	1	-2
46	C[C@H](CO)N1C[C@H](C)[C@H](CN(C)C(=O)Nc2cc(F)ccc2F)Oc2cc(/C=C/c3ccccc3)ccc2S1(=O)=O	19	5	-83	-1	nt	-2	-4
47	CN1CCC(OC2c3ccccc3CCc3ccccc32)CC1	-1	nt	nt	1	nt	nt	2
48	C[C@@H]1CN([C@H](C)CO)C(=O)c2cc(/C=C/c3ccccc3)cnc2O[C@H]1CN(C)C(=O)C1CC1	8	2	18	nt	nt	nt	nt
49	O=C(C[C@H]1C=C[C@@H](NC(=O)c2ccccc2)[C@@H](CO)O1)Nc1ccc(-c2ccccc2)cc1	5	-7	-15	-2	4	4	-8
50	CCOc1ccc(NC(=O)CN2C(=O)NC(C)(c3ccc4c(c3)OCCCO4)C2=O)cc1OCC (stereo not given)	-3	4	-17	-1	2	-5	4
51	C#CC(C)OC(=O)C(C)NC(=O)c1ccccc1 (stereo not given)	-1	-13	-5	-2	nt	-4	-1
52	Cc1ccc(N2CCN(C(=O)N3CCCC3)CC2)cc1Cl	2	-13	5	nt	nt	-2	nt
53	Cc1cccc(C)c1NC(=O)c1c(C)nn(-c2ccccc2)c1Cl	-1	nt	15	nt	nt	3	nt
54	COc1ccccc1S(=O)(=O)Nc1ccc2c(c1)OC[C@@H](C)NC[C@@H](C)[C@@H](OC)CN(C)C2=O	-1	-4	-7	0	2	-1	11
55	CCOC(=O)CNC(=O)CSc1nc(Cc2cccs2)nc2ccccc12	nt	-15	-5	0	0	-2	-5
56	Cc1ccc(S(=O)(=O)NC[C@H]2O[C@@H](n3ccc(N)nc3=O)[C@H](O)[C@@H]2O)s1	5	3	-1	1	-1	3	-3
57	CCCN1[C@@H]2c3ccc(-c4ccccc4OC)c(=O)n3C[C@H]1[C@H](CO)[C@H]2C(=O)NCc1ccccn1	nt	9	-10	-3	-2	0	-2
58	CCOC(=O)c1ccccc1NC(=O)COC(=O)CC1CCCCC1	4	5	nt	1	-6	nt	3
59	C/C(=N/NC(=O)c1ccc2nc[nH]c2c1)c1cccs1	0	nt	nt	-7	5	nt	18
60	CCn1nnc(NC(=O)Cc2ccc(Cl)cc2)n1	nt	6	nt	nt	-1	nt	7
61	Nc1c(N(CCC2=CCCCC2)C(=O)COc2ccc(F)cc2Cl)c(=O)[nH]c(=O)n1Cc1ccccc1	-10	-8	-208	-1	-4	3	-1
62	COCCNC(=O)NC(=O)CN1C(=O)NC(Cc2c[nH]c3ccccc23)C1=O (stereo not given)	5	-2	25	-2	2	-3	4
63	CC(=O)Nc1ccccc1OC(C)C(=O)N1CC(C)CC(C)C1 (stereo not given)	1	21	-3	-2	0	4	2
64	CSCCC(=O)N1CCCC(CO)(CCCc2ccccc2)C1 (stereo not given)	3	-4	4	-4	-1	-8	-4
65	O=C(Nc1nc(-c2ccccc2)cs1)c1ccccc1F	-5	-59	-25	-1	-1	26	-2
66	CC(C)NC(=O)N[C@H]1CC[C@H](CC(=O)NCc2ccc(Oc3ccccc3)cc2)O[C@@H]1CO	1&-1	-7&-2	10	0&7	3&1	6	4&-1
67	C/C=C/c1ccc2c(c1)O[C@@H](CN(C)Cc1ccc(C(=O)O)cc1)[C@H](C)CN([C@@H](C)CO)S2(=O)=O	nt	-6	14	nt	-2	4	nt
68	CCC(=O)n1nc(NCc2ccccc2OC)nc1NCc1ccccc1OC	nt	1	-23	nt	nt	3	nt
69	O=C1/C(=C\c2cccnc2)SC(=S)N1c1ccc(F)cc1	-8	18	nt	3	-2	nt	-3
70	C/C(=N\NC(=O)COc1ccccc1[N+](=O)[O-])c1cccc(NC(=O)c2ccncc2)c1	6	-3	-18	0	0	11	-6
